Compound activity as filed in PubChem BioAssay.
RT RNaseH block: blocks HIV-1 RNase H cleavage of RNA/DNA duplex. P04585. RT-RNase H RNA/DNA duplex cleavage, fluorescence. inhibition, % at 10 µM. actives 1.9% (n = 65,000). AID 565; in the data active = inhibition above about 50%
RmlC RmlD mix: mixture blocks RmlC and RmlD coupled enzyme activity. AID 1532. RmlC/RmlD coupled enzyme inhibition, 384-well mixture HTS. inhibition, % at 5.5 µM. actives 0.39% (n = 110,000); in the data active = inhibition above about 30%, passing the limit was not always enough; also: strong numbers were not always called active
An asterisk follows results filed as active; · = not tested or not shown. Not all compounds are listed (hit frequency here may not be typical).

SMILES	RT RNaseH block	RmlC RmlD mix
O=C(C1CCCO1)N1CCC(c2nc3ccccc3[nH]2)CC1 (stereo unspecified)	-5.3	-10.6
O=C1CC(c2ccco2)CC(O)=C1C=NCC1NCCc2ccccc21 (stereo unspecified)	3.9	-15.3
Cc1c(C(=O)N2CCN(C)CC2)oc2c1C(=O)CC(C)(C)C2	-1.1	12.9
Cc1cc(C)c2oc(-c3ccc(C)c(NC(=S)NC(=O)/C=C/c4ccco4)c3)nc2c1	·	19.7
Cc1ccc(C(=O)N/C(=C\c2sccc2C)C(=O)NCc2ccco2)cc1	·	-4.0
COc1cccc(CN2CCN(C(=O)COc3ccc4ccccc4c3)CC2)c1	1.7	10.3
CCCCC(=O)N1C/C=C\C(c2ccc(OC)cc2)N(Cc2ccc(F)cc2)C(=O)C1 (stereo unspecified)	·	4.3
O=S(=O)(Nc1ccc(-n2cccc2)cc1)c1ccccc1	·	6.8
O=C(Cn1nnc2ccccc2c1=O)Nc1ccc2c(c1)CCC2	4.0	-12.3
COc1ccc(CN2CCN(c3ccccc3F)CC2)c(OC)c1	1.2	·
CCN(CC)CC(=O)NC12CC3CC(CC(C3)C1)C2	·	7.4
COc1ccc(-c2[nH]nc(-c3ccccc3)c2-c2nc3ccccc3[nH]2)cc1	·	-11.1
C=C1C(=O)O[C@@H]2C[C@@H](C)[C@@H]3C=CC(=O)[C@@]3(C)[C@@H](OC(C)=O)[C@H]12	·	-6.1
CC(=NCCN1CCCCC1)c1c(O)[nH]c(=O)[nH]c1=O	-2.5	13.8
C=CCNc1ncnc2c1cnn2-c1cccc(C)c1	-3.0	-7.6
CCOC(=O)C1CCCN(Cc2cc(Br)c(OC)cc2OC)C1 (stereo unspecified)	-18.1	28.1
COCCCNC(=O)c1cc2c(-c3ccc(Cl)cc3)nn(C)c2s1	-4.3	4.5
CCOC(=O)CNC(=O)CSc1nnc(SCC(=O)NCC(=O)OCC)s1	48.0	3.9
COc1cccc(S(=O)(=O)Nc2ccc3sc(C)nc3c2)c1	32.3	4.3
Cc1cc(C)n(-c2cc(N3CCOCC3)nc(-c3ccccc3)n2)n1	11.7	-11.5
CCNC(=O)c1c(O)c2cccc3c2n(c1=O)CC3	-13.5	-6.0
Cc1cccc(N2CC(O)=C(c3nc4ccccc4n3C)C2=N)c1	·	-27.5
O=C1c2ccccc2C(=O)N1CC1=CCS(=O)(=O)C1	-2.4	8.8
Cc1cccc(CN(C)C)c1OC(=O)N(C)C	18.3	4.3
CC(C)NC(=O)CCCc1ccccc1	-3.8	-11.1

The closing 3 compounds of the part before lead into the next.
SMILES	RT RNaseH block	RmlC RmlD mix
O=C1c2ccccc2C(=O)N1CC1=CCS(=O)(=O)C1	-2.4	8.8
Cc1cccc(CN(C)C)c1OC(=O)N(C)C	18.3	4.3
CC(C)NC(=O)CCCc1ccccc1	-3.8	-11.1
CCN(CC)CCCNC(=O)c1cc(-c2ccc(O)cc2)on1	-7.4	-7.6
COc1ccc([C@H]2[C@H](C(=O)C(C)(C)C)N3N=Cc4ccccc4C3[C@]23N=C(c2ccccc2)OC3=O)cc1 (stereo partly specified)	·	8.1
COc1ccc([N+](=O)[O-])cc1NC1C2CC3CC(C2)CC1C3 (stereo unspecified)	·	1.9
CC(C)(C)c1nc2ccccc2c2nnc(SCC(=O)NCc3ccco3)n12	-8.9	-14.0
O=C(NCc1ccco1)c1c(O)c2cccc3c2n(c1=O)CCC3	-15.0	·
CCCCc1cc(O)c(CCCC)c(O)c1	-16.7	-4.4
COc1ccccc1NC(=O)c1nnn(CC(=O)Nc2ccccc2)c1N	-7.8	2.5
CC(C)OC(=O)CCC(=O)Nc1nc2ccccc2s1	-10.4	-7.9
CC(=O)Nc1cccc(C(=O)N2CCN(Cc3ccccc3)CC2)c1	-8.7	6.3
O=C(Cc1ccccc1)NC(NNc1ccccc1)(C(F)(F)F)C(F)(F)F	·	5.4
OCc1nnc2c3ccccc3c(-c3ccccc3)nn12	·	13.5
Nc1[nH]n2c(=O)c3c(nc2c1N=Nc1ccc(Cl)cc1)CCCC3	·	-6.6
CN(C)c1ccc(C(=O)OCC(=O)NCC2CCCO2)cc1 (stereo unspecified)	·	-4.7
COc1ccc(C(CCN2CCCC(C)C2)c2c(OC)cc(OC)c3c(-c4ccccc4)cc(=O)oc23)cc1 (stereo unspecified)	·	-9.8
C#CCOC(=O)CCCC(=O)Nc1ccccc1OC	-11.5	12.3
CCOc1ccc(C(C(=O)NC2CCCCC2)N(C(=O)c2ccco2)c2ccc(-n3cnnn3)c(C)c2)cc1 (stereo unspecified)	·	10.0
O=C(Nc1ccc2c(c1)OCO2)N1CCN(c2ncccn2)CC1	-3.7	-7.0
O=c1cc(N2CCCCC2)c(-c2ccccc2)nn1Cc1c(Cl)cccc1Cl	·	8.1
COc1cc(C(=O)OC(C)CN2CCCC2)cc(OC)c1OC (stereo unspecified)	-7.1	-8.3
N=C1C(c2nc3ccccc3s2)=C(O)CN1Cc1ccccc1	·	3.8
CC(NS(=O)(=O)c1ccc(OCC(=O)N2CCOCC2)cc1)c1ccccc1 (stereo unspecified)	-5.6	-2.2
Cc1ccc2ccccc2c1Cn1c(-n2ccnc2)nc2c1c(=O)n(C)c(=O)n2C	·	9.3
COC(=O)c1ccc(CSc2nc3ccc(Cl)cc3[nH]2)o1	·	-11.9
N#CCC(=O)N/N=C/c1ccc(Sc2nc3ccccc3s2)o1	·	-10.9
COc1ccc(CN2CCCCC2C(=O)Nc2ccc(OC)c(OC)c2)cc1OC (stereo unspecified)	1.2	0.1
(further entries)
SMILES	RT RNaseH block	RmlC RmlD mix
O=P1(Oc2ccccc2)C[C@@H](O)[C@@H](O)[C@H](COCc2ccccc2)O1 (stereo partly specified)	·	-7.9
CCOC(=O)CSc1nc2c(c(=O)[nH]c(=O)n2C)n1CCCc1ccccc1	5.6	20.8
COc1ccc(-c2noc(C3CCCN(C(=O)c4cccs4)C3)n2)cc1 (stereo unspecified)	-12.7	-8.4
COc1ccc(C(=O)NCCC2=CCCCC2)cc1OC	·	-7.0
CCOC(=O)C1=C(C)OC(N)=C(C#N)C12C(=O)N(C)c1ccccc12 (stereo unspecified)	·	-12.7
Cc1cccc(N2CCN(C(=O)c3ccc4nc(-c5ccco5)c(-c5ccco5)nc4c3)CC2C)c1 (stereo unspecified)	·	8.1
C=CCn1c2ccccc2c2nnc(SCC(=O)Nc3cc(C)on3)nc21	·	4.7
CC(=O)Nc1cccc(OCC(=O)NS(=O)(=O)c2ccc(C)cc2)c1	-0.3	-6.3
N#Cc1ccc(Oc2nc(Nc3ccc(F)cc3)nc(N3CCCC3)n2)cc1	·	-5.1
Cc1csc(N(C)C(=O)CSc2nnc(COc3cccc4ccccc34)o2)n1	-3.8	0.4
CCC(C(=O)NC(C)CCc1ccccc1)n1nc(C)n2c(cc3occc32)c1=O (stereo unspecified)	-3.8	4.4
CCC(=O)N1Cc2ccccc2-c2ccccc2C1=O	-60.1	6.4
Cc1c(O)c(CN2CCCC2)cc2c3c(c(=O)oc12)CCC3	-12.3	105.8
Cc1cc(C)n2nc(C(=O)Nc3ccccc3N3CCOCC3)nc2n1	-16.6	·
COc1ccc(-c2cc3ccccc3oc2=O)cc1NC(=O)c1ccc([N+](=O)[O-])o1	·	-14.8
COC(=O)[C@H](CCSC)NC(=O)Nc1ccc(OC)c(Cl)c1	-1.3	-4.9
Cc1cc(NC(=O)CCC(=O)N(c2cccnc2)C(C(=O)NC2CCCC2)c2ccccc2F)no1 (stereo unspecified)	-1.4	-12.6
O=C(Nc1ccncc1)C1CCCN(S(=O)(=O)c2cccc3cccnc23)C1 (stereo unspecified)	-60.1	-21.2
O=C(OCC(=O)N1CCN(C(=O)c2ccco2)CC1)c1ccccc1OCc1ccccc1	-3.5	18.6
Cc1cc(C)n(-c2nnc(C)n2/N=C/c2ccccc2OCc2ccccc2Cl)n1	-62.6	6.2
C=CCSc1nc2c(c(=N)n1CC=C)C1CCCC1S2 (stereo unspecified)	-30.6	7.7
CCCc1cc(NCCCCO)n2c(nc3ccccc32)c1C#N	8.7	-9.4
O=C1CC(C2CCCO2)C(=O)N1Cc1ccccc1 (stereo unspecified)	-1.2	-12.3
NC(=O)[C@H](Cc1cc2ccccc2s1)NC(=O)[C@@H]1CC2(CC(c3cccc(NC(=O)[C@@H]4CCC(=O)N4)c3)=NO2)CN1C(=O)c1ccccc1 (stereo partly specified)	·	-34.0
COc1cccc(C(c2sc3nc(C)nn3c2O)N2CCN(C(=O)c3ccco3)CC2)c1 (stereo unspecified)	-16.1	-17.8

Sorted by SMILES length (high to low): some entries from above
SMILES	RT RNaseH block	RmlC RmlD mix
Cc1cccc(N2CCN(C(=O)c3ccc4nc(-c5ccco5)c(-c5ccco5)nc4c3)CC2C)c1 (stereo unspecified)	·	8.1
Cc1cc(NC(=O)CCC(=O)N(c2cccnc2)C(C(=O)NC2CCCC2)c2ccccc2F)no1 (stereo unspecified)	-1.4	-12.6
O=P1(Oc2ccccc2)C[C@@H](O)[C@@H](O)[C@H](COCc2ccccc2)O1 (stereo partly specified)	·	-7.9
CCOC(=O)C1=C(C)OC(N)=C(C#N)C12C(=O)N(C)c1ccccc12 (stereo unspecified)	·	-12.7
C=CCn1c2ccccc2c2nnc(SCC(=O)Nc3cc(C)on3)nc21	·	4.7

Continued:
SMILES	RT RNaseH block	RmlC RmlD mix
COc1cc2nc(CC(C)C)n(NC(=O)c3ccccc3)c(=O)c2cc1OC	-18.4	-9.8
CCOCCCn1c(=N)c(C(=O)Nc2cc(C)on2)cc2c(=O)n3ccccc3nc21	-13.6	·
CCOC(=O)COc1c(OC)cc(Cl)cc1C1NC(=O)NC(C)=C1C(C)=O (stereo unspecified)	-11.2	-40.8
Cn1c(=O)c2c(nc(NC3CCCCC3)n2Cc2ccccc2)n(C)c1=O	3.7	9.8
CCC(c1nnnn1CCC(C)C)N1CCC(C(N)=O)CC1 (stereo unspecified)	-4.7	-17.0
O=C(OCn1nnc2ccccc2c1=O)c1ccc(S(=O)(=O)N2CCOCC2)cc1	-10.5	-10.8
COc1ccc(NC(=O)[C@@H]2CC=C[C@@H]3CCN(Cc4ccccc4)C(=O)[C@@H]32)cc1	·	5.3
COc1ccc(C(C(=O)NC(C)(C)C)N(C(=O)CNC(=O)c2cccs2)c2ccc(C)cc2)cc1OC (stereo unspecified)	·	-3.5
COC(=O)C1=C(C(=O)OC)[C@@H]2N(C)c3ccc(OC)cc3[C@@]23C[C@@H](C(=O)OC)N(C(=O)C2CCC2)C3=N1	·	-2.7
Cn1c(=O)[nH]c(=O)c2c1nc(NCCCO)n2Cc1ccc(F)cc1	-5.1	·
Cc1cccc(NC(=O)c2nc[nH]c2C(=O)N[C@@H](CCCCNC(=O)OC(C)(C)C)C(=O)OC(C)(C)C)c1	·	-1.1
Cc1ccc(-c2nn(C)c(=O)c3ccccc23)cc1CO	-6.9	-13.9
CC[C@H]1OC(=O)[C@H](C)[C@@H](O[C@H]2C[C@@](C)(OC)[C@@H](O)[C@H](C)O2)[C@H](C)[C@@H](O[C@@H]2O[C@H](C)C[C@H](N(C)C)[C@H]2O)[C@](C)(O)C[C@@H](C)[C@@H]2N[C@@H](COCCOC)O[C@H]([C@H]2C)[C@]1(C)O	·	11.1
O=C(NC(Nc1nc2ccc([N+](=O)[O-])cc2s1)(C(F)(F)F)C(F)(F)F)c1ccccc1	·	-21.0
Cc1cc(C(F)(F)F)nn1CC(=O)NNC(=S)Nc1ccc(F)cc1	·	-2.6
Cc1cccc(OCC(=O)N(Cc2cccs2)C2CCS(=O)(=O)C2)c1C (stereo unspecified)	1.1	-15.7
CSc1cccc(NS(=O)(=O)c2ccccc2)c1	-47.5	-8.4
CCOC(=O)c1ccc(NC(=O)COc2ccc(S(=O)(=O)NC(C)C)cc2)cc1	1.3	11.0
COc1cc(C(=O)N2CCN(S(=O)(=O)c3ccc(F)cc3)CC2)cc(OC)c1OC	·	6.3
CC(=O)c1c(C)nc2ccccc2c1N	-5.0	15.7
COC(=O)C1=C(O)/C(=C\c2ccc(O)c(OC)c2)N=C1C	·	-2.5
O=C(Cn1cccc1C(=O)c1ccccc1)NCCN1CCOCC1	-5.0	5.7
O=C(COc1ccc(S(=O)(=O)N2CCCCC2)cc1)NCc1cccnc1	·	3.0
CCC1CCCCN1C(=O)CSc1nc2c([nH]c3ccccc32)c(=O)n1C (stereo unspecified)	·	-9.5
COc1ccc(COc2ccsc2C(=O)Nc2ccc(Cl)cc2)cc1	·	1.3
Following part:
SMILES	RT RNaseH block	RmlC RmlD mix
CCn1c(SCC(=O)Nc2nc3c(s2)CCCC3)nnc1-c1ccccc1	-7.4	-4.5
O=C(Nc1nc2ccccc2s1)c1cc2c(s1)-c1ccccc1OC2	·	-172.0
Cc1ccc2nnc(Cl)n2n1	-3.0	·
Cc1ccccc1Oc1ncccc1C(=O)/C(C#N)=C/N(C)C	·	-15.9
O=C(NC1CCCc2ccccc21)c1cccc(S(=O)(=O)N2CCN(c3ccccc3)CC2)c1 (stereo unspecified)	·	-17.7
CCCn1c(SCc2cc(=O)oc3ccc4ccccc4c23)n[nH]c1=O	12.4	10.4
N#CC1C(C#N)N2CCCN2C1c1ccc(Cl)cc1 (stereo unspecified)	·	-8.6
CCCCN1C(=O)c2ccc(C(=O)Nc3c(N)n(CCCC)c(=O)n(C)c3=O)cc2C1=O	5.3	11.2
O=C(CCc1nc(-c2ccccc2F)no1)NC1CCCCCC1	2.3	3.8
COc1ccc(NC(=S)NCc2ccco2)c(OC)c1	·	7.7
COc1cccc(/C=N/n2c(C)c3c(C)nnc(C)c3c2C)c1O	9.7	·
O=C(CCCN1C(=O)c2ccccc2C1=O)N1CCc2ccccc2C1	·	-5.3
COc1ccc(C2CC(=O)Oc3c(C(CCN4CCN(c5ccccc5)CC4)c4ccc(N(C)C)cc4)c(OC)cc(OC)c32)cc1 (stereo unspecified)	·	4.9
CCOc1ccc(N2CC(C(=O)OCC(=O)NCc3ccccc3)CC2=O)cc1 (stereo unspecified)	·	-14.2
COc1ccc2c(c1)c1ncn(CCCN3CCOCC3)c(=O)c1n2C	·	105.7*
COc1cc(OC)cc(C(=O)OCn2nnc3ccccc3c2=O)c1	-14.6	-15.0

Copied from the listing for reference:
SMILES	RT RNaseH block	RmlC RmlD mix
COc1ccc2c(c1)c1ncn(CCCN3CCOCC3)c(=O)c1n2C	·	105.7*
COc1cc(OC)cc(C(=O)OCn2nnc3ccccc3c2=O)c1	-14.6	-15.0
